# human PMI inhibition: inhibitors of human PMI, primary screen, biochemical, fluorescence intensity, coupled assay (AID 1209). purified PMI enzyme, coupled fluorescence intensity; higher % means a stronger effect. one-dose inhibition, % at 20 µM; IC50 in µM for titrated hits. 0.42% of 190,000 active;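 note: plate controls were DMSO vehicle for no effect and wells lacking substrate for full effect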
# LYP inhibition: inhibitors of LYP phosphatase, biochemical, fluorescence intensity, uHTS (AID 1779) | recombinant LYP phosphatase, fluorescence intensity; higher % means a stronger effect | inhibition, % at 11.5 µM; hits with a dose series show IC50 in µM | 0.054% of 290,000 active;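 note: plate controls were vehicle with enzyme for no effect and no enzyme for full effect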
# TNAP activation fold: stimulation of alkaline phosphatase TNAP activity – biochemical, luminescent, no phosphate acceptor, uHTS, primary screen (AID 1001); purified TNAP, luminescent activation assay, no phosphate acceptor; higher activation fold means a stronger effect; one-dose activation fold at 20 µM; EC50 in µM for titrated hits; 0.03% of 200,000 active; in the data active = activation fold from about 3, or a potency from the dose series; inactive = the rest, 99 in 100 with activation fold below about 1.6; note: many of its hits are not listed in these tables
# XIAP antagonists: small molecules displacing peptide from XIAP – biochemical, IAP family, fluorescence polarization (AID 1018) | XIAP BIR domain, fluorescence polarization peptide displacement; higher % means a stronger effect | one-dose displacement, % at 20 µM; IC50 in µM for titrated hits | 0.007% of 200,000 active; in the data active = displacement above about 50%; note: a part of the inactive calls stands beside numbers as strong as those of hits
# KOR beta-arrestin-1: KOR agonists, beta-arrestin recruitment, primary screen, cell-based, luminescence, uHTS (AID 1777); KOR beta-arrestin recruitment, luminescence; higher % means a stronger effect; one-dose activation, % at 10 µM; EC50 in µM for titrated hits; 0.02% of 280,000 active; in the data active = activation above about 50%, passing the limit was not always enough; note: a part of the inactive calls stands beside numbers as strong as those of hits
# NOD1 inhibition: NOD1 signaling inhibitors, primary screen, cell-based, luminescence, uHTS (AID 1578). 1% of 290,000 active. inhibition, % at 4 µM, or EC50 in µM where a hit was titrated. NOD1-driven NF-kB luciferase reporter cells, luminescence; higher % means a stronger effect; in the data active = inhibition mostly above about 36%, no sharp cut-off; inactive = mostly below about 34%;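 note: HEK-293T reporter cells stimulated with the NOD1 agonist gamma-tri-DAP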
# PMI inhibition: MPI inhibition at elevated mannose 6-phosphate – biochemical, fluorescence intensity, high mannose 6-phosphate, primary screen (AID 1220). 0.66% of 190,000 active. inhibition, % at 20 µM, or IC50 in µM where a hit was titrated. recombinant PMI enzyme, coupled fluorescence intensity; higher % means a stronger effect
# KOR beta-arrestin-2: KOR antagonists, beta-arrestin recruitment, cell-based, luminescence, uHTS (AID 1778); KOR beta-arrestin recruitment, luminescence, antagonist mode; higher % means a stronger effect; inhibition, % at 10 µM, or IC50 in µM where a hit was titrated; 0.091% of 290,000 active; note: strong numbers were not always called active
# NOD2 inhibition: NOD2 signaling inhibitors, cell-based, luminescence, uHTS, HEK293 (AID 1566); HEK293 NOD2/NF-kB luciferase reporter, luminescence; higher % means a stronger effect; 0.63% of 290,000 active; one-dose inhibition, % at 4 µM; EC50 in µM for titrated hits; note: many of its hits are not listed in these tables
# * = called active by the depositor; x = no result given; [ ] = remark or other dose. Cut-off read from the data, not from the text of the source, unless noted: active = inhibition above about 50%; inactive = the rest. An excerpt. The share of hits here may be higher or lower than overall.
item	compound	human PMI inhibition	LYP inhibition	TNAP activation fold	XIAP antagonists	KOR beta-arrestin-1	NOD1 inhibition	PMI inhibition	KOR beta-arrestin-2	NOD2 inhibition
1	CC(=O)Nc1cc(C)nn1-c1nc(C)cc(C)n1	-10%	-7%	1.1	-3.4%	-2.3%	-21%	-5%	11%	10%
2	Cc1ccc2cc(/C=N/Nc3nc4ccccc4[nH]3)c(Cl)nc2c1	-15%	13%	0.8	-4.1%	11%	-63%	-14%	-27%	-138%
3	OC1(c2ccc(OC(F)F)cc2)CSC(=Nc2cccnc2)N1C1CC1 (configuration not stated)	0%	6%	1.1	-0.5%	-0.7%	39%	3%	-11%	23%
4	CCN1CCN(c2nc(N(C)c3ccccc3)nc(N)c2[N+](=O)[O-])CC1	x	0%	x	x	-1.8%	0%	x	12%	12%
5	CC(Oc1ccc(Cl)cc1Cl)c1nc(-c2ccc(NC(=O)c3ccccn3)cc2)no1 (configuration not stated)	-4%	7%	1	-4.9%	6.7%	-19%	9%	-4%	-59%
6	COCCCN1C(=O)c2ccc(C(=O)NCCc3ccccc3)cc2C1=O	x	-8%	x	x	2.4%	12%	x	-35%	-35%
7	CCCCNC(=O)CCn1nc(-c2ccc(Cl)cc2)c2ccccc2c1=O	x	1%	x	x	0.4%	5%	x	23%	8%
8	CCCn1nnnc1NC(=O)CSc1ccc(Cl)cc1	15%	0%	1.1	-9.5%	5.5%	-18%	10%	-26%	7%
9	CC(=O)Nc1ccc(S(=O)(=O)N2CCC(C(N)=O)(N3CCCCC3)CC2)cc1	x	-13%	x	x	6.9%	14%	x	-13%	-23%
10	CSc1ccc(/C=N/N2CCN(c3ccccc3)CC2)cc1	3%	-12%	1	-9.2%	-3.2%	-43%	2%	-23%	-8%
11	Cc1ccc(NC(=O)CCNS(=O)(=O)c2cccc3nonc23)cc1	4%	-6%	1.1	3.7%	-2.0%	-6%	7%	20%	-1%
12	CCC(C)(C(=O)NC1CCCC1)N(Cc1cccs1)C(=O)c1ccccn1 (configuration not stated)	46%	-5%	1.1	-5.9%	2.1µM*	0%	59%*	2%	22%
13	Cc1ccc(NC(=O)/C=C/c2cccs2)c([N+](=O)[O-])c1	-4%	-11%	1.1	-2.5%	4.5%	x	-4%	-60%	-131%
14	COc1cccc(C(=O)N(c2ccc(C)cc2)C2C=CS(=O)(=O)C2)c1 (configuration not stated)	-6%	-6%	1.1	-4.8%	0.4%	-28%	-5%	-10%	10%
15	CCOc1ccc(N2CC(O)=C(c3nc4ccccc4c(=O)[nH]3)C2=N)cc1	-8%	-9%	1.3	-3.6%	-2.8%	-12%	-5%	-23%	29%
16	COc1ccc(CC(=O)NNC(=O)[C@@H]2CCCC[C@@H]2C(=O)O)cc1	x	-12%	x	x	-3.9%	-22%	x	11%	17%
17	COc1ccc2[nH]c(=O)c(CNc3ccc(C)cc3C)cc2c1	x	-5%	x	x	0.1%	6%	x	32%	3%
18	C/C(CC(=O)Nc1ccc(C)c(Cl)c1)=N\NC(=O)c1ccccn1	x	-10%	x	x	3.6%	36%	x	-51%	-33%
19	CCCc1c(C(=O)OCC)sc(N)c1C#N	14%	-4%	1.1	-7.7%	-0.2%	1%	10%	-64%[20 µM]	25%
20	O=C(Nc1ccc(F)cc1)C1CCCN1S(=O)(=O)c1cccc2nsnc12 (configuration not stated)	x	-7%	x	x	9.0%	3%	x	14%	7%

# An excerpt from above in order of their number in human PMI inhibition, low to high.
item	compound	human PMI inhibition	LYP inhibition	TNAP activation fold	XIAP antagonists	KOR beta-arrestin-1	NOD1 inhibition	PMI inhibition	KOR beta-arrestin-2	NOD2 inhibition
2	Cc1ccc2cc(/C=N/Nc3nc4ccccc4[nH]3)c(Cl)nc2c1	-15%	13%	0.8	-4.1%	11%	-63%	-14%	-27%	-138%
11	Cc1ccc(NC(=O)CCNS(=O)(=O)c2cccc3nonc23)cc1	4%	-6%	1.1	3.7%	-2.0%	-6%	7%	20%	-1%
19	CCCc1c(C(=O)OCC)sc(N)c1C#N	14%	-4%	1.1	-7.7%	-0.2%	1%	10%	-64%[20 µM]	25%

# The list goes on.
item	compound	human PMI inhibition	LYP inhibition	TNAP activation fold	XIAP antagonists	KOR beta-arrestin-1	NOD1 inhibition	PMI inhibition	KOR beta-arrestin-2	NOD2 inhibition
21	O=C(Nc1ccccc1F)c1ccc(C(=O)c2ccccc2)cc1	x	-5%	x	x	-2.9%	-58%	x	28%	-29%
22	Fc1ccc(-c2ccc(-c3nn4c(-c5ccco5)nnc4s3)o2)cc1	14%	9%	1.1	-7.7%	-3.6%	x	-18%	3%	-11%
23	CCOC(=O)c1oc2ccccc2c1NC(=O)c1cccc(OC)c1	16%	-5%	1.1	-3.5%	-2.9%	x	8%	0%	23%
24	CCC(CC)c1nnc(NC(=O)c2ccc(N3CCCC3=O)cc2)s1	-17%	-4%	1	-2.3%	2.1%	-14%	-13%	-10%	-9%
25	Cc1ccccc1Nc1c(-c2cccnc2)nc2ccc(Br)cn12	8%	-1%	1	-0.6%	-3.6%	-16%	11%	11%	8%
26	O=C1C(=Nc2cccc(Cl)c2)CC(c2ccc(Cl)cc2)N1c1cccc(Cl)c1 (configuration not stated)	x	1%	x	x	1.1%	-9%	x	22%	-29%
27	Cc1occc1-c1nnc(SCC(=O)N2CCCCC2)o1	-6%	2%	1.1	-5.0%	-2.5%	-20%	-8%	-10%	6%
28	N/C(COc1ncn(-c2ccccc2)n1)=N\S(=O)(=O)c1ccc(Cl)cc1Cl	9%	-6%	0.4	-7.7%	3.9%	-25%	5%	-66%[20 µM]	2%
29	CC(=O)N1c2ccc(S(=O)(=O)NCCC(=O)N(C)Cc3ccccc3)cc2CC1C (configuration not stated)	x	-7%	x	x	-1.6%	-29%	x	-9%	16%
30	O=[N+]([O-])c1ccc(C(=S)N2CCN(c3ccc(F)cc3)CC2)cc1	45%	-2%	1.1	-7.3%	0.1%	-10%	20%	-94%[20 µM]	-13%
31	COc1ccccc1C(=O)NCCNC(=O)c1ccco1	-3%	-7%	1.1	-6.9%	-4.9%	-28%	-6%	1%	-9%
32	O=C(COC(=O)c1cc(=O)[nH]c2ccccc12)Nc1nc(-c2cccc(Br)c2)cs1	9%	3%	1.1	-6.4%	-4.1%	-22%	18%	24%	-4%
33	O=C(CN1C(=O)C2C3CCC(C3)C2C1=O)N1CCN(Cc2ccccc2)CC1 (configuration not stated)	x	-9%	1.1	-4.6%	x	-34%	x	-21%[20 µM]	-10%
34	Cn1c(=O)c(C(=O)CN2CCOCC2)c(N)n(Cc2ccccc2)c1=O	-10%	-4%	1.2	-2.7%	-2.1%	7%	-7%	-14%	-1%
35	COc1ccc(-n2c(Cc3cccn3C)nnc2SCC(=O)Nc2cc(Cl)ccc2OC)cc1	27%	0%	1.1	-6.5%	0.7%	48%	24%	-35%	-3%
36	C=CCn1c(-c2cccs2)nc2ccccc21	9%	-5%	0.9	-2.3%	1.1%	-36%	4%	0%	-10%
37	COCC(=O)N1CCCC(N(C)CCc2ccc(OC)c(OC)c2)C1 (configuration not stated)	x	-10%	x	x	-5.3%	-16%	x	-5%[20 µM]	5%
38	Cc1ccc(C)c(NC(=O)CCc2ccc(C)o2)c1	x	-4%	x	x	1.2%	-22%	x	-22%	-7%
39	O=[N+]([O-])c1ccc(N2CCN(c3ccc(Cl)nn3)CC2)c(Cl)c1	-4%	-7%	1.1	-0.5%	4.4%	-7%	-4%	-26%	-52%
40	NC(=S)N/N=C\c1ccccc1OCc1ccccc1	1%	-3%	1.1	-0.7%	4.7%	-2%	-4%	-12%	-9%
41	COc1ccc(C)c(S(=O)(=O)Nc2ccc(OCC(=O)O)cc2)c1	6%	-5%	1.1	-5.6%	0.9%	8%	-3%	-20%	6%
42	O=C(CSc1ncn(-c2ccccc2)n1)Nc1ccc(Br)cn1	8%	-7%	1	-2.5%	3.2%	-25%	1%	-2%	-4%
43	Cn1c(SCC(=O)n2c3c(c4ccccc42)CCCC3)nnc1-c1ccccc1	2%	3%	1.1	-4.4%	0.1%	-28%	-2%	-7%	5%
44	CCN(CC)CCCN=Cc1c(O)n(-c2ccccc2C)c(=O)c2ccccc12	x	-9%	x	x	-0.9%	-1%	x	30%	19%
45	Cc1cccn2cc(-c3ccc(F)cc3)nc12	3%	-5%	1.1	-2.8%	11%	-95%	0%	1%	-103%
46	CC(O)C(O)C(O)C(O)C1NCCS1 (configuration not stated)	-10%	-5%	1.1	-4.4%	5.4%	-13%	-11%	23%	4%
47	O=C(O)Cc1ccc(NC(=O)c2cccs2)cc1	15%	0%	1.1	2.8%	-1.3%	-25%	15%	19%	4%
48	CCOCCCNC(=O)CCSc1ccc(C)cc1	-2%	-2%	1.1	0.2%	-5.9%	-25%	-6%	6%	17%
49	CCc1ccc(NC(=O)COc2ccc(F)cc2C(=O)c2cnn(-c3ccccc3)c2)cc1	19%	5%	1	-9.6%	0.7%	-13%	15%	-11%	-48%
50	COc1ccc(/C=C2\SC(=S)N(CCC(=O)Nc3cccc(O)c3)C2=O)cc1	x	-5%	x	x	11%	53%	x	-168%[20 µM]	-78%
51	CCOC(=O)N1CCN(C(=O)CN(c2cccc(C)c2)S(=O)(=O)c2ccc(C)cc2)CC1	6%	-6%	1.1	-3.3%	-0.9%	-1%	5%	20%	16%
52	CCc1cc2c(SCC(=O)c3ccc(C)cc3)ncnc2s1	5%	-3%	1.1	-1.2%	-3.4%	-51%	4%	-3%	-24%
53	CCOC(=O)c1ccc(N/C=C/C(=O)c2ccc(OC)c(OC)c2)cc1	4%	-4%	1.1	-20%	5.1%	-18%	4%	-3%	18%
54	O=c1cc(-c2ccco2)oc2c1ccc1ccccc12	-2%	-3%	1	-6.0%	-1.6%	33%	-16%	-51%	-1%
55	Cc1cc(C)n2nc(SCc3cccc(F)c3)nc2n1	x	-5%	x	x	-0.7%	-13%	x	-18%	-4%
56	CC(=O)c1cccc(NC(=O)Cn2c(=O)oc3cc(S(=O)(=O)N4CCCC4)ccc32)c1	x	-4%	x	x	0.4%	-5%	x	0%	15%
57	COc1ccc(NC(=O)Cn2nc(Cc3cccnc3)c3ccccc3c2=O)cc1OC	15%	3%	1.1	-4.8%	-1.6%	-13%	15%	-14%	12%
58	COc1ccc(NC(=O)c2cccc(S(=O)(=O)N3CCOCC3)c2)cc1	x	-3%	x	x	3.0%	-32%	x	3%	13%
59	NC(=O)CC(NC(=O)Cc1ccc(Br)cc1)c1ccc(NC2CCCC2)c([N+](=O)[O-])c1 (configuration not stated)	x	-2%	x	x	-0.9%	-8%	x	5%	-57%
60	CCOC(=O)C1=C(C)N(CC)C(=S)NC1c1ccc(Cl)cc1 (configuration not stated)	11%	5%	1	32%	69%	-11%	5%	-10%	14%
61	Nn1c(SCc2ccccc2)nnc1-c1ccco1	8%	-2%	1.1	-2.1%	-4.3%	-11%	4%	10%	-13%
62	Cc1cc(C)c2cc(CN(Cc3ccco3)C(=S)NCC3CCCO3)c(=O)[nH]c2c1 (configuration not stated)	8%	-3%	1	-9.4%	37%	5%	1%	-35%	23%
63	CC(=O)c1cccc(N(CC(=O)NCCc2ccccc2)C(=O)c2csnn2)c1	x	-5%	x	x	-0.2%	-15%	x	-30%	12%
64	CC(OC(=O)c1ccc(O)cc1)C(=O)Nc1cc(C(F)(F)F)ccc1Cl (configuration not stated)	x	3%	x	x	3.2%	6%	x	-12%	23%

# Source: PubChem BioAssay
